Source: PubChem
Mac1 fbg inh: CD11b/CD18-fibrinogen binding inhibition. K562 CD11b/CD18 adhesion to fibrinogen, ATPlite luminescence; Mn2+ added to activate the integrin. P05107+P11215. inhibition, % at 10 µM. 0.54% of 93,000 active;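 active = primary inhibition of 50% or more at 10 µM, then 40% or more on retest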; also: some results filed as inactive read as strong as hits
Mac1 fbg enh: increases human CD11b/CD18 adhesion to fibrinogen. K562 CD11b/CD18 adhesion to fibrinogen, ATPlite luminescence. activation, % at 10 µM. 0.07% of 93,000 active;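 active = 10 µM primary screen giving 50% or more activity, confirmed by 40% or more on retest at that dose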; also: strong numbers were not always called active
FAK blocker: FAK (human) kinase inhibition; Q05397; biochemical FAK kinase activity assay; inhibition, %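 (tested at 7 µM)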; 0.84% of 97,000 active; AID 727; in the data active = inhibition above about 19%;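 also: 0% = DMSO and 100% = reference compound high control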
PLK1 inh: blocks human PLK1 kinase activity | AID 619 | recombinant PLK1 kinase, TR-FRET peptide phosphorylation | P53350 | inhibition, % at 10 µM | 0.53% of 97,000 active;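 active = inhibition of 50% or more in the single-concentration screen; inactive = inhibition below 50%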;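 also: 0% = DMSO max control and 100% = H-89 dihydrochloride min control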
Target sequence (P53350 whole entry, looked up): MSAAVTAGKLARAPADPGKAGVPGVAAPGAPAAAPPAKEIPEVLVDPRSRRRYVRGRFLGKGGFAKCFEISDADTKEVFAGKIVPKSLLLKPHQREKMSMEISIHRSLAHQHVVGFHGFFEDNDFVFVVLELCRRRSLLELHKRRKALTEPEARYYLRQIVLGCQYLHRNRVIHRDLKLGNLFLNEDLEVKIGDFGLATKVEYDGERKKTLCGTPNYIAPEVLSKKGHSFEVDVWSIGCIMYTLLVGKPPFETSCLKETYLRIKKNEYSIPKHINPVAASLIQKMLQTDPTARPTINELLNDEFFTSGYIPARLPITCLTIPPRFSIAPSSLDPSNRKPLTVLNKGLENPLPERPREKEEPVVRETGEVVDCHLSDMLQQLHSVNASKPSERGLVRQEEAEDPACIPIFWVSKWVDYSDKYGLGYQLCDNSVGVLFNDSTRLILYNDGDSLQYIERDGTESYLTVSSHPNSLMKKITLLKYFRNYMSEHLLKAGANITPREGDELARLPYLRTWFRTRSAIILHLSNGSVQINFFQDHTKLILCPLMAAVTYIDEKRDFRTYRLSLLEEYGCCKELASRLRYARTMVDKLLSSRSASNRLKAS
PLK1 PBD inh: blocks phosphopeptide binding to human Plk1 polo box domain; 0.13% of 97,000 active; inhibition, %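 (tested at about 20 µM)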; Plk1 PBD phosphopeptide binding, fluorescence polarization; AID 693; in the data active = inhibition above about 34%, passing the limit was not always enough
Rev-RRE block: inhibitors of HIV-1 Rev-RRE RNA interaction | Rev peptide-RRE RNA binding, FRET | 0.79% of 97,000 active | P05866 | inhibition, % at 8 µM;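 active = inhibition above the screen-wide mean plus 3 SD, cut at about 35% in these data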;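 also: 0% = median DMSO wells and 100% = median Neomycin B control wells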
Target sequence (P05866 whole entry, looked up): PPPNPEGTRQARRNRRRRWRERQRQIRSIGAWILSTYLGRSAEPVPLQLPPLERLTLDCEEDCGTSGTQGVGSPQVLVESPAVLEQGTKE
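Test system: Cy5-tagged RRE RNA duplex with fluorescein-tagged Rev peptide | Read-out: % inhibition of FRET ratio versus controls | Probe or stimulus: Labelled Rev peptide | Incubation: 5 min RNA-compound premix plus 15 min binding step, 25 °C | Technique: FRET fluorescence readout | Benchmarks: DMSO low control, neomycin B high control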
ERa SRC1 inh: ER-alpha (human) coactivator binding inhibition | 1.7% of 86,000 active | inhibition, % at 25.6 µM | AID 629 | P03372 | TR-FRET ER-alpha LBD / SRC-1 peptide, estradiol-bound; in the data active = inhibition above about 50%;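 also: 0% = receptor plus peptide control and 100% = peptide only without receptor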
ERa SRC1 pot: ER-alpha (human) coactivator binding potentiation | P03372 | TR-FRET ERalpha-LBD/SRC-Cy5 coactivator binding, 2 h; 100 = basal binding, no effect | coactivator binding (% of control), % at 25.6 µM | 1.3% of 86,000 active | AID 639; in the data active = activity above about 200%;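 also: binding measured in presence of low estradiol as agonist stimulus; 0% = peptide alone without receptor and 100% = receptor with peptide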
ERb coact inh: blocks coactivator binding to human estrogen receptor beta; Q92731; TR-FRET ER-beta LBD / SRC1-Cy5 peptide binding; receptor agonist-loaded with 1 µM estradiol; inhibition, % at 25.6 µM; 1.3% of 86,000 active; AID 633;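 active = compounds whose percent inhibition of the receptor-coactivator binding signal exceeds about 50% in the single-dose screen, limit read from the data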;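 also: 0% = receptor plus peptide wells without compound and 100% = peptide-only wells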
* marks the source's active call; other numbers are inactive results; [ ] = another dose, or the depositor's remark. Rows are unselected. Share with any hit: about 4.7%.

Screening O=C(CCNS(=O)(=O)c1ccc2c(c1)CCC(=O)N2)NCc1cccnc1 returned Mac1 fbg inh 6, Mac1 fbg enh 4, FAK blocker 2, PLK1 inh -7, PLK1 PBD inh 8, Rev-RRE block 3, ERa SRC1 inh -3, ERa SRC1 pot 128 and ERb coact inh 0.
Screening Cn1c(=O)c(C(=O)Nc2ccccn2)c(O)c2ccccc21 returned Mac1 fbg inh 57, Mac1 fbg enh 2, FAK blocker 4, PLK1 inh -1, PLK1 PBD inh -30, Rev-RRE block 3, ERa SRC1 inh -5[fluorescence artefact?], ERa SRC1 pot 286*[fluorescence artefact?] and ERb coact inh 10[fluorescence artefact?].
`Cc1nn(C(=O)c2cccnc2)c(C)c1C` gave Mac1 fbg inh -4, Mac1 fbg enh -4, FAK blocker -2, PLK1 inh 1, PLK1 PBD inh -10, Rev-RRE block 0, ERa SRC1 inh 5[fluorescence artefact?], ERa SRC1 pot 93[fluorescence artefact?] and ERb coact inh 1[fluorescence artefact?].
Cc1cccn2c(=O)c(/C=N/O)c(N3CCCCC3)nc12 was read as Mac1 fbg inh 0, Mac1 fbg enh -1, FAK blocker -5, PLK1 inh 5, PLK1 PBD inh -28, Rev-RRE block 6, ERa SRC1 inh 11, ERa SRC1 pot 81 and ERb coact inh 11[fluorescence artefact?].
For COc1ccc(NC(=O)C2CC(=O)N(C)C(=Nc3ccc4c(c3)OCO4)S2)cc1 (stereo not drawn) the results were FAK blocker -2, PLK1 inh -18, PLK1 PBD inh -9, Rev-RRE block 10, ERa SRC1 inh 6, ERa SRC1 pot 112 and ERb coact inh 2[fluorescence artefact?].
Screening Cc1ccc2nc(NC(=O)CSc3ncnc4c3oc3ccccc34)sc2c1 returned Mac1 fbg inh 23, Mac1 fbg enh 71, FAK blocker -12, PLK1 inh -10, PLK1 PBD inh -9, Rev-RRE block 7, ERa SRC1 inh 28, ERa SRC1 pot 89 and ERb coact inh 20.
Screening COCCn1c(=S)[nH]c2ncccc2c1=O returned Mac1 fbg inh -14, Mac1 fbg enh -3, FAK blocker -10, PLK1 inh 2, PLK1 PBD inh 2, Rev-RRE block 5, ERa SRC1 inh 1, ERa SRC1 pot 107 and ERb coact inh -5.
For CS(=O)(=O)Nc1ccccc1C(=O)NC1CC2CCC1C2 (stereo not drawn) the results were Mac1 fbg inh 7, Mac1 fbg enh -1, FAK blocker -1, PLK1 inh -13, PLK1 PBD inh 9, Rev-RRE block 9, ERa SRC1 inh 14, ERa SRC1 pot 111 and ERb coact inh -2.
Screening COc1cc(C(=O)Nc2cccc3ncccc23)cc(OC)c1OC returned Mac1 fbg inh 11, Mac1 fbg enh 2, ERa SRC1 inh 1, ERa SRC1 pot 96 and ERb coact inh -3.
Cc1ccc(S(=O)(=O)c2c(N)n(C)c3nc4ccccc4nc23)cc1 was read as Mac1 fbg inh -9, Mac1 fbg enh -4, FAK blocker 2, PLK1 inh -4, PLK1 PBD inh 15, Rev-RRE block 19, ERa SRC1 inh 5, ERa SRC1 pot 101 and ERb coact inh 3.
Screening COC(=O)c1ccc(NC(=O)Cn2nnc3ccccc32)cc1 returned Mac1 fbg inh -18, Mac1 fbg enh 1, FAK blocker 3, PLK1 inh -23, PLK1 PBD inh -20 and Rev-RRE block 10.
`Cc1ccc(Nc2nc3c([nH]2)c(=O)n(C)c(=O)n3C)cc1` gave Mac1 fbg inh -8, Mac1 fbg enh -2, FAK blocker 1, PLK1 inh 2, PLK1 PBD inh -12, Rev-RRE block 13, ERa SRC1 inh -7, ERa SRC1 pot 101 and ERb coact inh -12.
Screening COc1ccc(NCc2nnc(SCC(=O)Nc3cc(C(F)(F)F)ccc3Cl)o2)cc1 returned Mac1 fbg inh -14, Mac1 fbg enh 0, FAK blocker -8, PLK1 inh 2, PLK1 PBD inh 4, Rev-RRE block 1, ERa SRC1 inh -8, ERa SRC1 pot 95 and ERb coact inh -1.
Screening Cc1ccc(-n2nc(C)c(C3C(C#N)=C(N)OC4=C3C(=O)CC(C)(C)C4)c2Cl)cc1 (stereo not drawn) returned Mac1 fbg inh -8, Mac1 fbg enh -4, ERa SRC1 inh 4, ERa SRC1 pot 98 and ERb coact inh -13.
Screening COc1ccccc1NC(=O)c1ccc(-n2cccn2)nc1 returned FAK blocker 1, PLK1 inh -9, PLK1 PBD inh -19 and Rev-RRE block -3.

A draw from above in order of SMILES length, ascending.
Cc1cccn2c(=O)c(/C=N/O)c(N3CCCCC3)nc12 was read as Mac1 fbg inh 0, Mac1 fbg enh -1, FAK blocker -5, PLK1 inh 5, PLK1 PBD inh -28, Rev-RRE block 6, ERa SRC1 inh 11, ERa SRC1 pot 81 and ERb coact inh 11[fluorescence artefact?].
Screening COc1cc(C(=O)Nc2cccc3ncccc23)cc(OC)c1OC returned Mac1 fbg inh 11, Mac1 fbg enh 2, ERa SRC1 inh 1, ERa SRC1 pot 96 and ERb coact inh -3.
Cc1ccc(S(=O)(=O)c2c(N)n(C)c3nc4ccccc4nc23)cc1 was read as Mac1 fbg inh -9, Mac1 fbg enh -4, FAK blocker 2, PLK1 inh -4, PLK1 PBD inh 15, Rev-RRE block 19, ERa SRC1 inh 5, ERa SRC1 pot 101 and ERb coact inh 3.

Later entries
For O=C(CN1C(=O)c2ccccc2S1(=O)=O)NCCSC1CCCCC1 the results were Mac1 fbg inh 2, Mac1 fbg enh 0, FAK blocker 3, PLK1 inh -6, PLK1 PBD inh -6, Rev-RRE block 2, ERa SRC1 inh -5, ERa SRC1 pot 115[fluorescence artefact?] and ERb coact inh -9.
Screening Cc1ccc(-c2noc(CCC(=O)Nc3ccccc3C)n2)cc1 returned Mac1 fbg inh 3, Mac1 fbg enh -1, FAK blocker 0, PLK1 inh -11, PLK1 PBD inh -11, Rev-RRE block 4, ERa SRC1 inh -5, ERa SRC1 pot 131[fluorescence artefact?] and ERb coact inh -5.
`COc1ccc(CCNC2CCN(C)CC2)cc1OC` gave Mac1 fbg inh 17, Mac1 fbg enh 0, FAK blocker -1, PLK1 inh -4, PLK1 PBD inh -8, Rev-RRE block 4, ERa SRC1 inh -5, ERa SRC1 pot 130[fluorescence artefact?] and ERb coact inh 0[fluorescence artefact?].
For COc1ccc(CC(=O)NC(c2ccccc2)c2ccccc2)cc1S(=O)(=O)N1CCOCC1 the results were Mac1 fbg inh -2, Mac1 fbg enh 0, FAK blocker 0, PLK1 inh -10, PLK1 PBD inh -21 and Rev-RRE block 4.
C=CCn1c(SCC(=O)Nc2c(C)n(C)n(-c3ccccc3)c2=O)nc2sc(C)c(C)c2c1=O was read as Mac1 fbg inh 4, Mac1 fbg enh -5, FAK blocker -2, PLK1 inh -6, PLK1 PBD inh -7 and Rev-RRE block -3.
Cc1ccc(C)c2[nH]c(=O)c(CCNC(=O)c3ccc(S(=O)(=O)N(C)C)cc3)cc12 was read as Mac1 fbg inh -3, Mac1 fbg enh -1, FAK blocker -8, PLK1 inh -11, PLK1 PBD inh -2, Rev-RRE block 2, ERa SRC1 inh 2, ERa SRC1 pot 111 and ERb coact inh -8.
`O=C(CSc1nc2ccccc2[nH]1)Nc1ccc2c(c1)OCCO2` gave Mac1 fbg inh -4, Mac1 fbg enh 5, FAK blocker 2, PLK1 inh -15, PLK1 PBD inh -6, Rev-RRE block 5, ERa SRC1 inh -5, ERa SRC1 pot 100 and ERb coact inh 1.
CCOC(=O)c1c(C)[nH]c(C(=O)COC(=O)CSC)c1C was read as Mac1 fbg inh -36, Mac1 fbg enh -2, FAK blocker -1, PLK1 inh -3, PLK1 PBD inh 24, Rev-RRE block 3, ERa SRC1 inh 0, ERa SRC1 pot 99 and ERb coact inh -1.
For Cc1cc(N2CCC(C(=O)Nc3ccc(F)cc3)CC2)nc(-c2ccccc2)n1 the results were Mac1 fbg inh 9, Mac1 fbg enh 4, FAK blocker 2, PLK1 inh -2, PLK1 PBD inh 22, Rev-RRE block 9, ERa SRC1 inh 2, ERa SRC1 pot 106 and ERb coact inh 7[fluorescence artefact?].
`Cc1ccc2c(c1)c1ncnc(N3CCC4(CC3)OCCO4)c1n2C` gave Mac1 fbg inh 5, Mac1 fbg enh -1, FAK blocker 1, PLK1 inh -8, PLK1 PBD inh -6, Rev-RRE block 10, ERa SRC1 inh -39, ERa SRC1 pot 109 and ERb coact inh -27.
`CCCCCCSc1nc(O)c(C2OC(=O)c3c2ccc(OC)c3OC)c(=O)n1CC` (stereo not drawn) gave Mac1 fbg inh -11, Mac1 fbg enh 0, FAK blocker -5, PLK1 inh -1, PLK1 PBD inh 3, Rev-RRE block 4, ERa SRC1 inh -1, ERa SRC1 pot 82 and ERb coact inh 7.
`COc1ccc(C(=O)N(CC2CCCO2)C(C(=O)NC2CCCC2)c2ccc(C)cc2)cc1OC` (stereo not drawn) gave Mac1 fbg inh 16, Mac1 fbg enh 1, FAK blocker -4, PLK1 inh -8, PLK1 PBD inh -3 and Rev-RRE block 0.
For CCCS(=O)(=O)c1c(S(=O)(=O)CCC)c2cnccn2c1C(=O)c1ccc(F)cc1 the results were Mac1 fbg inh 11, Mac1 fbg enh -1, ERa SRC1 inh -3, ERa SRC1 pot 109 and ERb coact inh -3.
Clc1ncccc1-c1nc2ccccc2n1Cc1ccccc1 was read as FAK blocker 5, PLK1 inh 0, PLK1 PBD inh 13 and Rev-RRE block 9.
O=c1cc(-c2ccco2)nc(-c2cccs2)o1 was read as Mac1 fbg inh 15, Mac1 fbg enh -1, FAK blocker -1, PLK1 inh -7, PLK1 PBD inh -21, Rev-RRE block 13, ERa SRC1 inh 17, ERa SRC1 pot 73[fluorescence artefact?] and ERb coact inh 22[fluorescence artefact?].
`O=C1CC(c2ccccc2)CCc2sccc2N1` (stereo not drawn) gave Mac1 fbg inh 4, Mac1 fbg enh -3, FAK blocker -1, PLK1 inh -10, PLK1 PBD inh 4, Rev-RRE block 6, ERa SRC1 inh 1[fluorescence artefact?], ERa SRC1 pot 64 and ERb coact inh 5.
CCOC(=O)C1CCCN(c2c(NCCCN(CC)c3ccccc3)c(=O)c2=O)C1 (stereo not drawn) was read as Mac1 fbg inh -2, Mac1 fbg enh -4, FAK blocker 2, PLK1 inh 2, PLK1 PBD inh 28, Rev-RRE block 0, ERa SRC1 inh -6, ERa SRC1 pot 90 and ERb coact inh -5.
Screening Cc1onc(-c2ccccc2)c1C(=O)Nc1ccc(S(=O)(=O)NC2=NCCCCC2)cc1 returned Mac1 fbg inh 4, Mac1 fbg enh 0, FAK blocker 2, PLK1 inh 11, PLK1 PBD inh -31, Rev-RRE block 11, ERa SRC1 inh -7, ERa SRC1 pot 110 and ERb coact inh -5.
For CCOC(=O)C1CCCN(S(=O)(=O)c2cc(Br)cc3c2N(C(=O)C2CC2)CC3)C1 (stereo not drawn) the results were Mac1 fbg inh 0, Mac1 fbg enh -7, ERa SRC1 inh 7, ERa SRC1 pot 96 and ERb coact inh 4[fluorescence artefact?].
c1ccc2c(CSCc3nc4ccccc4[nH]3)cccc2c1 was read as FAK blocker -6, PLK1 inh 3, PLK1 PBD inh 8 and Rev-RRE block 1.
`Cc1cc(C)c2nc(C(F)(F)F)nc(NCCCN3CCCC3=O)c2c1` gave Mac1 fbg inh -23, Mac1 fbg enh 3, FAK blocker 3, PLK1 inh -9, PLK1 PBD inh -26, Rev-RRE block 10, ERa SRC1 inh -3, ERa SRC1 pot 99 and ERb coact inh -9.
Screening C=CCN(CC(=O)NCc1ccc(F)cc1)C(=O)c1csnn1 returned FAK blocker 1, PLK1 inh -9, PLK1 PBD inh -9, Rev-RRE block 10, ERa SRC1 inh -4, ERa SRC1 pot 105[fluorescence artefact?] and ERb coact inh -5.
